# Screening results from PubChem BioAssay.
# mIAP block: inhibitors of mouse IAP, primary screen, biochemical, luminescence, uHTS; 0.2% of 330,000 active; inhibition, % at 10 µM; intestinal alkaline phosphatase [Mus musculus]; AID 2806, 2010; purified mouse IAP, CDP-Star luminescence, 30 min;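 active means inhibition of at least 40% at 10 µM in the primary screen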;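 further: plate controls were DMSO with enzyme for no effect and no enzyme wells for full effect; values of inactives mirror those of a sister screen read the other way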
# hIAP activ: human IAP activators, primary screen, biochemical, luminescence, uHTS; Intestinal-type alkaline phosphatase (Homo sapiens), P09923; purified human IAP, CDP-Star luminescence, 30 min; stronger effect = higher value; 1 = vehicle-only enzyme, 0 = enzyme-free background; activation factor at 10 µM; 0.16% of 330,000 active;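 active means activation factor of the enzyme at least 2-fold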; further: the source names both 10 and 20 µM as test concentration; values of inactives mirror those of a sister screen read the other way
# ATG4B inh: ATG4B protease inhibitors, primary screen, biochemical, fluorescence, uHTS. 0.51% of 340,000 active. AID 504462, 2011. Cysteine protease ATG4B (Homo sapiens), Q9Y4P1. ATG4B cleavage of LC3-PLA2, NBD-HPC fluorescence, 1 h. inhibition, % at 8.33 µM; in the data active means inhibition above about 40%
# Target sequence (Q9Y4P1 whole entry, looked up): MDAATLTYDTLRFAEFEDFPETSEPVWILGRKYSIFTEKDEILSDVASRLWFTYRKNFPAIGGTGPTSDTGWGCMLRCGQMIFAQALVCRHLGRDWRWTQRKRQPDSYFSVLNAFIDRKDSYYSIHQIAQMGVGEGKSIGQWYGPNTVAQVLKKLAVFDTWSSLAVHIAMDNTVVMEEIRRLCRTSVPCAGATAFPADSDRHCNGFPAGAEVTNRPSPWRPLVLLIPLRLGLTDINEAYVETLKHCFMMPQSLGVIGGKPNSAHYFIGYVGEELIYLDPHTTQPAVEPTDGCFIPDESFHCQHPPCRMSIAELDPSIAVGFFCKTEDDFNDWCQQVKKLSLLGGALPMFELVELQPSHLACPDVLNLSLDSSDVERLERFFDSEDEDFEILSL
# hIAP block: human IAP inhibitors, primary screen, biochemical, luminescence, uHTS. Intestinal-type alkaline phosphatase (Homo sapiens), P09923. purified IAP, CDP-Star luminescence, 30 min. inhibition, % at 10 µM. 0.12% of 330,000 active. AID 2544, 2010;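 active means inhibition reaching a set limit with compound at 10 µM in the primary screen, cut at about 35% in these data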;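 further: plate controls were DMSO wells with enzyme for no effect and no-enzyme buffer wells for full effect; values of inactives mirror those of a sister screen read the other way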
# A3A deaminase: APOBEC3A ssDNA deaminase inhibitors, primary screen, selectivity assay for APOBEC3G inhibitor project, biochemical, FAM/TAMRA oligo cleavage fluorescence; DNA dC->dU-editing enzyme APOBEC-3A (Homo sapiens), P31941; recombinant A3A, FAM/TAMRA ssDNA deamination fluorescence; inhibition, % at 20 µM; 0.41% of 330,000 active; AID 493011, 2011;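 active means at least 40% inhibition at 20 µM here, with at most 30% in a related deaminase screen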;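 further: plate controls were A3A with DMSO for no effect and wells lacking A3A enzyme for full effect; some results filed as inactive read as strong as hits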
# Target sequence (P31941 whole entry, looked up): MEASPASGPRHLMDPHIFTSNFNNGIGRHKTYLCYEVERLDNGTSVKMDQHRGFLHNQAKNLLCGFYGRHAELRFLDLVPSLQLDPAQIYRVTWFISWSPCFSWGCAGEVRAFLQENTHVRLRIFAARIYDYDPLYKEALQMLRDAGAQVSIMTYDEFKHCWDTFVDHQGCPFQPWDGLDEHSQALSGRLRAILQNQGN
# PfGluPho inh: PfG6PD enzyme inhibitors, primary screen, biochemical, fluorescence intensity, uHTS; glucose-6-phosphate dehydrogenase-6-phosphogluconolactonase (Plasmodium falciparum 3D7); PfGluPho enzyme, NADPH resazurin-diaphorase fluorescence; inhibition, % at 20 µM; 0.78% of 350,000 active; AID 504690, 2011;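 active means inhibition reaching at least a set limit at 20 µM in the primary screen, cut at about 59% in these data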;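 further: 0% = DMSO wells with substrate and 100% = DMSO wells lacking glucose-6-phosphate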
# mIAP activ: activators of mouse IAP, primary screen, biochemical, luminescence, uHTS; intestinal alkaline phosphatase [Mus musculus]; muIAP, CDP-Star luminescence, 30 min; stronger effect = higher value; 1 = vehicle-only enzyme signal, 0 = enzyme-free wells; activation factor at 10 µM; 0.24% of 330,000 active;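 active means activation factor of at least 2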; further: the source names both 10 and 20 µM as test concentration; values of inactives mirror those of a sister screen read the other way
#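 also added = chemiluminescent substrate CDP-Star | test system = mouse IAP enzyme | signal = chemiluminescence readout | compound = DMSO-dissolved test compounds | incubation = 30 min at room temperature | benchmarks = DMSO wells, no-enzyme wells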
# HKDC1 inhibitor: HKDC1 hexokinase inhibitors, primary screen, biochemical, fluorescence, uHTS; Q2TB90; recombinant HKDC1, G6PDH/diaphorase resazurin coupled fluorescence; inhibition, % at 20 µM; 0.16% of 340,000 active;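 active means inhibition above about 35% when tested at 20 µM, limit read from the data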;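 further: plate controls were DMSO wells with enzyme for no effect and DMSO wells lacking enzyme for full effect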
#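 System: Recombinant HKDC1 hexokinase | Amount: HKDC1 at 5 µg/mL | Reagent: Glucose with 1 mM ATP | Doses: Single 20 µM dose | Incubation: Reaction time 90 min, room temperature, protected from light | Signal: Coupled resazurin fluorescence, excitation 525 nm, emission 613 nm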
# Numbers without * were called inactive. Not all compounds are listed; rates above refer to the full screens.
# Every second line gives: hIAP activ	mIAP activ	PfGluPho inh	HKDC1 inhibitor	hIAP block	A3A deaminase	mIAP block	ATG4B inh
C/C(=N\N1CCCCC1)c1c(O)[nH]c(=O)[nH]c1=O
    1.06	1.12	-3.9	-12.8	-6.2	-1.2	-12.1	-3.1
O=c1c2ccccc2nc(/C=C/c2ccccc2F)n1-c1ccccc1O
    0.942	0.91	43.7	1.2	5.8	0.5	9.0	61.6*
CCCCCCCCCCCCn1ccc(=N)cc1
    1.07	0.889	1.4	0.0	-7.4	-0.6	11.1	13.1
CN=C1CN(O)C(c2ccccc2)=c2cc(Cl)ccc2=N1
    0.94	1.05	-6.9	-5.9	6.0	1.7	-5.2	-1.3
Cn1c(O)c(C=NC2CCCCC2)c(=O)[nH]c1=S
    0.914	0.848	-11.1	1.1	8.6	-4.8	15.2	17.4
O=c1[nH]c(O)c(N=Nc2cc(C(F)(F)F)ccc2Cl)c(=O)[nH]1
    1.08	0.995	-16.8	5.8	-7.8	3.9	0.5	4.9
CC(C)CN1CCN(Cc2ccccc2C(F)(F)F)CC1CCO (centres undefined)
    0.811	0.882	-2.8	2.1	18.9	3.4	11.8	1.3
Clc1ccc(CNC2CN3CCC2CC3)cc1 (centres undefined)
    0.969	0.975	-11.0	7.9	3.1	-1.9	2.5	13.2
COc1cccc(OC)c1CN1CCCC(C(=O)c2cccc(Cl)c2)C1 (centres undefined)
    1.25	0.899	2.9	0.5	-24.9	-4.0	10.1	-4.0
NS(=O)(=O)c1ccc(N=Cc2c(O)n(-c3ccccc3)c(=O)[nH]c2=O)cc1
    0.982	1.04	0.8	7.7	1.8	1.6	-4.2	-8.1
CCCCOC(=O)c1ccc(NC(=O)c2c(O)[nH]c(=O)[nH]c2=O)cc1
    1.3	0.955	-18.2	-2.4	-30.3	-2.7	4.5	-14.6
CC(=O)Nc1ccc(OC(=O)N(C)c2ccc(C)cc2)cc1
    0.827	0.906	6.2	-6.3	17.3	-3.5	9.4	1.3
Cc1c(N=Nc2c(O)[nH]c(=S)[nH]c2=O)c(=O)n(-c2ccccc2)n1C
    1.08	0.772	3.9	15.5	-8.0	3.9	22.8	-1.8
CC(=O)N(C1=NCCCS1)c1ccc(F)cc1
    1.05	0.984	-12.6	-9.1	-5.3	9.9	1.6	1.9
CCC(=NCc1cccnc1)c1c(O)n(C2CCCCC2)c(=O)[nH]c1=O
    1.02	1.08	-1.5	-3.9	-2.5	-5.6	-7.6	1.2
CCOc1ccc(-c2cc(C)[n+](CCc3ccc(OC)c(OC)c3)c(-c3ccc(OCC)cc3)c2)cc1
    1.01	0.925	-5.8	-1.3	-1.4	6.6	7.5	5.8
C[C@]12CC[C@@H](O)CC1=CCC1C2CC[C@@]2(C)C1C[C@@H](F)[C@@H]2O (some centres undefined)
    1.01	0.98	-3.5	-5.2	-0.9	-5.9	2.0	-2.6
CCOP(=O)(OCC)C1(C(=O)O)CCCC1
    1.12	1.03	9.3	-4.7	-12.3	-4.7	-2.6	2.1
C[C@]12CCC3C(CC[C@H]4C[C@@H](O)CC[C@]34C)C1C[C@@H](O)[C@]2(C)O (some centres undefined)
    0.923	0.959	3.3	-4.5	7.7	-2.0	4.1	-4.8
Cc1ccc2c(c1Cl)NC(C(=O)O)C1CC(Sc3ccccc3[N+](=O)[O-])C(Cl)C21 (centres undefined)
    0.754	0.741	4.5	10.0	24.6	41.4*	25.9	27.6
C#CC[N+]1(C)[C@@H]2CC(OC(=O)C(CO)c3ccccc3)C[C@H]1C(O)C2 (some centres undefined)
    1.07	0.879	-13.6	-2.1	-6.9	-3.5	12.1	-0.5
Cc1[nH]c2ccccc2c1/C=N/O
    0.977	1	0.2	12.2	2.3	-2.9	0.0	15.3
CC(=O)O[C@]1(C)C(=O)OC/C2=C/CN(C)CCC(OC(=O)[C@@](O)(C(C)O)C[C@H]1C)C2=O (some centres undefined)
    0.99	1.06	-5.4	-3.7	1.0	1.8	-6.1	7.5
CCCCc1ncc(CN2CCCC(C(=O)c3ccc(SC)cc3)C2)[nH]1 (centres undefined)
    1.17	0.985	-8.0	-7.6	-16.5	-5.2	1.5	-6.4
CC1(C)CC(=O)C(C2(O)C(=O)NC(=O)NC2=O)=C(O)C1
    0.913	0.962	5.1	-2.0	8.7	-5.7	3.8	-7.2
Cn1cc(C(O)CN2CCCCC2)c2ccccc21 (centres undefined)
    1.11	0.987	9.1	1.7	-10.6	14.9	1.3	-2.9
O=C1/C(=C/c2cccc([N+](=O)[O-])c2)N2CCC1CC2
    0.896	0.903	-10.7	-8.1	10.4	-2.9	9.7	-3.6
CCCCn1c(O)c(C(C)=NCc2ccc3c(c2)OCO3)c(=O)[nH]c1=O
    1.1	1.01	-13.4	4.3	-10.2	4.2	-0.7	4.5
COc1c(C)cc(C(=O)C2CCCN(Cc3cnc(C)s3)C2)cc1C (centres undefined)
    0.966	1.01	-5.4	-8.3	3.4	1.9	-0.6	-6.4
O=c1ccc2c(O)c3ccoc3cc2o1
    0.89	1.05	19.2	7.6	11.0	-4.0	-5.5	-10.8

# Five compounds already listed, ordered by length of the SMILES, rising:
# Every second line gives: hIAP activ	mIAP activ	PfGluPho inh	HKDC1 inhibitor	hIAP block	A3A deaminase	mIAP block	ATG4B inh
Cc1[nH]c2ccccc2c1/C=N/O
    0.977	1	0.2	12.2	2.3	-2.9	0.0	15.3
CCCCc1ncc(CN2CCCC(C(=O)c3ccc(SC)cc3)C2)[nH]1 (centres undefined)
    1.17	0.985	-8.0	-7.6	-16.5	-5.2	1.5	-6.4
C#CC[N+]1(C)[C@@H]2CC(OC(=O)C(CO)c3ccccc3)C[C@H]1C(O)C2 (some centres undefined)
    1.07	0.879	-13.6	-2.1	-6.9	-3.5	12.1	-0.5
Cc1ccc2c(c1Cl)NC(C(=O)O)C1CC(Sc3ccccc3[N+](=O)[O-])C(Cl)C21 (centres undefined)
    0.754	0.741	4.5	10.0	24.6	41.4*	25.9	27.6
CC(=O)O[C@]1(C)C(=O)OC/C2=C/CN(C)CCC(OC(=O)[C@@](O)(C(C)O)C[C@H]1C)C2=O (some centres undefined)
    0.99	1.06	-5.4	-3.7	1.0	1.8	-6.1	7.5

# Going on with the list.
# Every second line gives: hIAP activ	mIAP activ	PfGluPho inh	HKDC1 inhibitor	hIAP block	A3A deaminase	mIAP block	ATG4B inh
CCc1c(C(=O)NN2C(=O)C3C4CCC(O4)C3C2=O)csc1C (centres undefined)
    1.09	0.895	8.6	-14.4	-9.6	-2.6	10.5	0.6
C[C@@H]1CN(C2CCC(C#N)(c3ccc(F)cc3)CC2)CC[C@]1(C(=O)O)c1ccccc1 (some centres undefined)
    0.826	0.907	2.1	0.1	17.4	-0.2	9.3	-4.2
C[C@]1(O)CCC2C3CC[C@@H]4CC(=O)CC[C@]4(C)C3CC[C@@]21C (some centres undefined)
    0.915	0.99	-5.8	-0.6	8.5	0.6	1.0	2.3
Cn1cccc1CNCCc1ccccc1F
    0.974	0.963	4.4	-16.9	2.6	0.3	3.7	-1.8
CC(NS(=O)(=O)OCC(Cl)(Cl)Cl)c1ccccc1 (centres undefined)
    0.888	0.964	3.7	-1.0	11.2	0.3	3.6	-3.3
CC(=O)Nc1ccccc1C(=O)OCC(=O)c1ccc2c(c1)OCCO2
    0.929	1.02	-5.0	-5.5	7.1	-2.7	-1.9	-8.5
COc1ccc(Cc2c(O)[nH]c(=O)[nH]c2=O)c(OC)c1
    0.952	0.898	7.6	-0.8	4.8	-2.3	10.2	3.7
COc1ccc(OCC(=O)Nc2ccc(Cl)cc2C(=O)c2ccccc2)cc1
    1.12	0.884	-8.3	0.7	-12.2	3.0	11.6	-11.9
Cc1ccc(S(=O)(=O)N(C)N=O)cc1
    0.94	0.983	3.5	-7.5	6.0	-1.3	1.7	2.4
CSc1ccc(CN2CCN(c3ccccc3C)CC2)cc1
    1.04	0.908	4.5	-1.2	-4.5	-0.9	9.2	8.8
CN1CCN(Cc2ccc(N)cc2)CC1
    0.961	1.04	3.2	-5.4	3.9	1.5	-3.9	-8.4
Cc1ccc(CN2CC3CC(C2)c2cccc(=O)n2C3)cc1 (centres undefined)
    0.909	0.977	0.2	-6.9	9.1	-6.2	2.3	3.0
COc1ccc(CCn2c(O)c(/C=N/N3CCCCC3)c(=O)[nH]c2=O)cc1OC
    0.926	0.886	11.7	-11.5	7.4	-2.1	11.4	-6.2
Cc1ccc(N)cc1N
    0.889	0.949	-1.3	0.4	11.1	-3.7	5.1	-8.0
O=C(C1CCN(c2nc3ccc(Br)cc3s2)CC1)N1CCC2(CC1)OCCO2
    1.07	1	-15.9	-3.0	-6.6	-0.8	-0.5	-4.5
Cn1c(O)c(C2=NN(C(=O)CCl)C(c3ccccc3)C2)c(=O)n(C)c1=O (centres undefined)
    0.678	0.911	-13.3	-1.0	32.2	-2.2	8.9	2.4
Oc1cc2c(cc1CN1CCN(c3ccccc3)CC1)OCO2
    1.09	0.98	29.2	9.8	-8.7	2.9	2.0	5.9
CC1(C)C(C(=O)N2CCN(c3ccc(Cl)cc3)CC2)C1(C)C
    1.09	0.981	4.1	-4.8	-9.4	-0.7	1.9	-7.8
O=C1Nc2cc(C(=O)N3CCC4(CC3)OCCO4)ccc2S/C1=C\c1ccccc1
    0.991	0.951	-4.7	-2.2	0.9	-1.8	4.9	-6.2
CN1CCN(CC(=O)Nc2ccc([N+](=O)[O-])cc2C(=O)c2ccccc2)CC1
    1.03	0.956	9.1	-4.9	-3.3	0.1	4.4	-2.5
CCCC(=O)NC(Oc1ccc(C(C)=O)cc1)C(Cl)(Cl)Cl (centres undefined)
    1.11	1.05	-11.8	-1.0	-10.7	-2.6	-4.8	6.7
CC(C(=O)c1cn(C)c2ccccc12)c1ccccc1 (centres undefined)
    1.15	0.9	8.4	5.5	-15.4	-0.9	10.0	-12.2
O=C1NC(=O)C2(Cc3cc([N+](=O)[O-])ccc3N3CCN(C(=O)c4ccccc4)CC32)C(=O)N1 (centres undefined)
    0.821	0.873	9.4	-7.6	17.9	1.4	12.7	-3.5
CC(C)(C)n1c(O)c(C=Nc2ccc3c(c2)CCC3)c(=O)[nH]c1=O
    0.94	0.918	-14.3	4.5	6.0	1.2	8.2	-1.0
O=C1CCN(C(=O)Cc2ccccc2[N+](=O)[O-])CC1
    1.17	0.94	-12.4	-5.2	-17.4	-2.6	6.0	0.6
CCCNC(=O)N1[C@H]2CC[C@@H]1C(C(=O)OC)=C(c1ccc(-c3ccccc3)c(F)c1)C2
    0.979	1.17	3.3	0.4	2.1	-2.0	-16.8	-16.7
